FUS yeast rescue: rescues growth of FUS-expressing yeast. S. cerevisiae FUS-expressing, growth rescue, OD600, 24 h. Potency, µM (doses to about 76.6 µM), without a hit: at the highest dose growth rescue (activation), most hits filed as activators. actives 0.24% (n = 390,000). AID 1347120;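 note: potency is the fitted concentration of half-maximal effect; plate controls were DMSO vehicle for no effect and reference control for full effect; nearly all actives have a fitted effect of over 55% in size; some results filed as inactive show a strong effect at the top dose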
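Yeast expressing FUS under galactose induction, OD 0.005 in 2% galactose medium; compounds in a dilution series, 24 h at 30C. Growth rescue by absorbance at 600 nm; CP55940 positive control, DMSO negative.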
EPAC1 antag: EPAC1 (human) antagonism; O95398; EPAC1 GEF assay, Rap1b-BODIPY-GDP exchange fluorescence; Potency, µM (highest dose often 115 µM), for the others: at the highest dose activity change, negative = inhibition, most hits filed as inhibitors; actives 0.14% (n = 360,000);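 note: potency is the fitted concentration of half-maximal effect; plate controls were vehicle for no effect and positive control for full effect; nearly all actives have a fitted effect of over 50% in size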
Target sequence (O95398 whole entry, looked up): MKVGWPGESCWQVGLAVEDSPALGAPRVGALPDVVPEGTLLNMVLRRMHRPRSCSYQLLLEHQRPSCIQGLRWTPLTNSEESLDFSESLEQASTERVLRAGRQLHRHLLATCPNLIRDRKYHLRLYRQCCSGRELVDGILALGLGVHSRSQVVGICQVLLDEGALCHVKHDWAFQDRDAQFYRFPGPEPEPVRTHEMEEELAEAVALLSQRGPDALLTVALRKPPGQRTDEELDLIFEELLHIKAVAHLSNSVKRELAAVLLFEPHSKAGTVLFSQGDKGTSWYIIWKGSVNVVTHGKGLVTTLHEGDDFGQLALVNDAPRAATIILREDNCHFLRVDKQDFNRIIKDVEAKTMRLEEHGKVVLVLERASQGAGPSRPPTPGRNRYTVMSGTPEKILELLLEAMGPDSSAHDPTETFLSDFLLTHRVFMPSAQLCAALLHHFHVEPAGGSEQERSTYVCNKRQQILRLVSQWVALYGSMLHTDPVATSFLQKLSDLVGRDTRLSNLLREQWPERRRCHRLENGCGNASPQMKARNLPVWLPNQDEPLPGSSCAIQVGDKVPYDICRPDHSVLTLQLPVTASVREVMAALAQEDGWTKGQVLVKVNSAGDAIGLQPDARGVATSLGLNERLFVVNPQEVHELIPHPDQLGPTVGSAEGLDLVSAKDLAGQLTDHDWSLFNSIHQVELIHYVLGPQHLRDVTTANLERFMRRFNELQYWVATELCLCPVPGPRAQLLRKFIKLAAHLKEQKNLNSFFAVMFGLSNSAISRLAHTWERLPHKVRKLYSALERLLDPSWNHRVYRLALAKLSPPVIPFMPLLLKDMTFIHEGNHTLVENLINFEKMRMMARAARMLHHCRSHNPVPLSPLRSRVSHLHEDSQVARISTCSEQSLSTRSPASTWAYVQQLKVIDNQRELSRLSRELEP
PLK1 PBD block: PLK1 (human) polo-box domain binding inhibition | actives 2.8% (n = 360,000) | Plk1 PBD binding of FITC phosphopeptide, fluorescence polarization | AID 720504 | Potency, µM, without a hit: max response, negative = inhibition, actives largely listed as inhibitors | P53350; note: potency is the fitted concentration of half-maximal effect; series mostly up to about 57 µM; % is set by controls: 0 for no effect and ±100 for the full control effect; nearly all actives have a fitted effect of over 65% in size
IL2 activator: activates IL-2 in a cell-based reporter assay; IL-2 activation reporter assay, cell-based qHTS; stimulated with anti-CD3/CD4/CD28 beads; in transgenic mouse T cells; activation, % (series mostly up to about 46 µM); actives 0.065% (n = 360,000); in the data active = activation above about 50%; inconclusive = mostly about 30% to 49%; note: 0% is about no effect
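First, unstimulated transgenic mouse T cells were exposed to compound for 60 min. Next, anti-CD3/anti-CD4-coated beads with anti-CD28 were added. Finally, after 18 h at 37 degrees C, EGFP and DsRed were imaged.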
PI5P4K alpha inh: blocks human PI5P4K alpha kinase activity. max response, %. PI5P4Kalpha enzyme, ADP-Glo luminescence, 60 min; stronger effect = lower value. AID 652105. actives 1.2% (n = 330,000). P48426; active = max response of -50% or lower; inconclusive = between -30% and -50%; inactive = -30% or higher; note: value at the top dose of about 77 µM; % is set by controls: 0 for no effect and ±100 for the full control effect
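qHTS, 1536-well: enzyme/substrate mix, compound by pin tool, 5 microM ATP final; RT 60 min; ADP-Glo reagents 1 (45 min) then 2 (30 min); luminescence.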
Abeta rescue: restores growth of yeast expressing A-beta42 peptide; yeast expressing A-beta42, growth rescue, OD600, 48 h; response scale: 0% DMSO, 100% iron-clioquinol control; Potency, µM (highest dose often 46.1 µM), without a hit: at the highest dose growth rescue, actives largely listed as activators; actives 0.063% (n = 410,000); note: potency is the fitted concentration of half-maximal effect; nearly all actives have a fitted effect of over 55% in size
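Yeast A-beta toxicity model in growth medium with pinned compounds, 48 h at 30 C; growth read as absorbance at 600 nm. Normalized to FeCl3/clioquinol equimolar mix (positive) and DMSO (negative).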
aSyn yeast inh: rescues yeast growth from alpha-synuclein toxicity. actives 0.14% (n = 370,000). Yeast expressing alpha-synuclein, growth rescue, BacTiter-Glo, 24 h. AID 652106. Potency, µM (titrated, usually from 46.1 µM), for the others: top-dose growth rescue (activation), most hits filed as activators; note: potency is the fitted concentration of half-maximal effect; % of control where 0% means no effect; nearly all actives have a fitted effect of over 65% in size
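Galactose-induced alpha-syn yeast (OD600=0.02, raffinose-pregrown) + pinned cpd, 24 hr, 30 deg C; growth by BacTiter-Glo luminescence. Growth restoration scores as activation.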
EPAC1 ag: activates human EPAC1 exchange factor | EPAC1 agonist qHTS, biochemical assay; response scale: 100% = response to 6.5 mM cAMP | Potency, µM (highest dose often 154 µM), without a hit: at the highest dose activation, usual class: activators | O95398 | actives 0.073% (n = 360,000); note: potency is the fitted concentration of half-maximal effect; nearly all actives have a fitted effect of over 60% in size
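Compounds were pinned as a concentration titration into mixtures of EPAC1 (100 nM), BODIPY-GDP-loaded Rap1B (250 nM) and GDP (50 uM). After 5 min at room temperature, fluorescence was followed for 30 min; activity was scaled to 6.5 mM cAMP.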
WRN inhibitor: WRN helicase (human) inhibition; WRN helicase unwinding, fluorescent forked duplex, kinetic; Potency, µM (doses to about 114 µM), for inactives: at the highest dose activity change, negative = inhibition, hits mostly inhibitors; actives 0.46% (n = 360,000); Q14191; note: potency is the fitted concentration of half-maximal effect; % is set by controls: 0 for no effect and ±100 for the full control effect; nearly all actives have a fitted effect of over 55% in size
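Kinetic fluorescence helicase assay: unwinding of a quenched forked DNA duplex (100 nM final) with 2 mM ATP final raises red fluorescence (525/598 nm). Compounds sat 15 min at room temperature with 20 nM WRN beforehand.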
Numbers without * were called inactive; ? = inconclusive; . = no result given; [ ] = dose if it differs, or a comment. Unless noted, calls come from the whole dose curve; as a rule, active = well fitted curve in the direction sought with a large enough effect; inconclusive = small, poorly fitted or top-dose-only effect, or another doubt; inactive = no such curve, though single readings can be large; an effect the other way counts as inactive or inconclusive.

Values run as follows: EPAC1 antag, EPAC1 ag, PI5P4K alpha inh, Abeta rescue, PLK1 PBD block, aSyn yeast inh, IL2 activator, FUS yeast rescue, WRN inhibitor
1	Cc1cc(NC(=O)CSCCO)no1
    -1.0%, -2.6%, ., 6.8%, -0.3%, 7.4%, 1.4, 13.8%, -4.2%
2	O=C1CC(NS(=O)(=O)c2cccs2)CN1c1ccc(F)cc1 (stereo not drawn)
    -2.6%, 7.9%, -10.7, -13.1%, 0.2%, -0.2%, -3.7, -12.3%, -0.5%
3	Cc1ccc(S(=O)(=O)N2CCC3(CC2)OCCN3S(=O)(=O)c2cccs2)cc1
    -9.2%, 0.9%, 0.2, -11.4%, -1.3%, 6.3%, 0.6, 2.0%, -18.7%
4	CC1(C(=O)NS(=O)(=O)c2cccc(F)c2)CCN1C(=O)c1cccc2ccccc12 (stereo not drawn)
    -16.6%, -11.6%, 3.0, -0.6%, -0.6%, 2.6%, -0.5, -21.1%, 2.0%
5	COc1cc(NC(=O)c2ccc(CNc3c(N4CCOCC4)c(=O)c3=O)cc2)cc(OC)c1
    9.9%, -8.3%, 0.6, 1.1%, 1.5%, -0.9%, -0.9, 4.3%, -9.5%
6	O=C(NCc1cccc(C(F)(F)F)c1)c1ccc2c(c1)OCO2
    -3.7%, 3.3%, 4.1, 13.5%, -0.7%, 4.2%, -2.3, -1.0%, -1.5%
7	COC(=O)C1CCN(C(=O)c2ccc(Cl)c(S(=O)(=O)NCc3cccnc3)c2)CC1
    -1.0%, 4.9%, ., 10.7%, -3.3%, 0.7%, 2.5, 8.2%, -0.3%
8	COCCNC(=O)CN(c1ccc(OC)c(OC)c1)S(=O)(=O)c1ccc(C)cc1
    9.4%, -3.7%, 6.2, 1.7%, -0.5%, 1.5%, 0.2, -13.3%, -3.1%
9	CNC(=O)N(C1=NCCCCC1)c1ccc(Br)cc1
    -15.3%, -1.4%, 4.6, 11.2%, -1.1%, -8.5%, 1.2, -18.1%, -13.0%
10	CC1(OC(=O)CCc2ccccc2)C(=O)C=C2C=C(c3ccc(C#N)cc3)N(CCc3c[nH]c4ccccc34)C=C2C1=O (stereo not drawn)
    -2.8%, -1.4%, -18.2, -17.4%, -25.3%, -9.2%, 0.7, ?, -0.2%
11	CCOC(=O)C1(CCc2ccccc2)CCN(Cc2ccc(O)cc2)CC1
    5.8%, 8.9%, -0.5, 8.4%, -2.0%, -5.5%, -0.6, -20.1%, -6.3%
12	Cc1ccc(C(=O)Nc2ccc(Br)cc2)cc1S(=O)(=O)Nc1ccccn1
    23.3%, 0.8%, -5.1, -0.2%, -3.6%, 2.8%, 1.3, 1.2%, -5.3%
13	COc1cccc2c1C(=O)c1ccc3ccccc3c1C2=O
    -1.2%, 0.6%, 13.7, -4.3%, -16.4%, 11.1%, -0.6, -24.5%, ?
14	Cc1ccc2nc(Cl)c(/C=N/NC(=O)CN3CCOCC3)cc2c1
    7.7%, -5.5%, 2.2, -2.7%, -0.9%, -0.1%, -0.5, 13.9%, -3.7%
15	CCn1nnc(NC(=O)C(C)(c2ccccc2)c2ccccc2)n1
    4.1%, -5.8%, 0.3, 3.0%, -10.0%, 4.5%, -2.1, -9.5%, 2.0%
16	Cc1ccc(CCn2c3c(c4ccccc42)CN(C)CC3)cn1
    23.7%, -2.0%, ., 6.2%, -1.7%, -0.2%, -2.3, 8.5%, -3.7%
17	COc1ccc(CCNC(=O)CSc2nnc(-c3ccc(F)cc3)o2)cc1OC
    5.4%, 2.8%, ., -1.6%, -5.3%, -1.4%, -2.9, 13.2%, 4.6%
18	CCCCCCCCCCCCN1[C@@H](CC(C)=O)c2cc(F)cc(F)c2S1(=O)=O
    -5.5%, -20.4%, 19.1, -2.7%, -11.5%, -8.5%, -2.5, 13.3%, -27.5%
19	O=C(CSc1nnc(-c2ccco2)o1)Nc1ccccc1Cl
    6.2%, 2.7%, -5.6, 2.6%, 3.5%, 8.7%, -0.2, 2.6%, 3.4%
20	Clc1ccc(COc2ccccc2-c2ccnc3ncnn23)cc1
    4.9%, -4.8%, -3.4, 17.6%, 0.5%, -8.2%, 0.3, -23.5%, 8.1%
21	O=S1(=O)N=C(N2CCN(c3ccc(F)cc3)CC2)c2ccccc21
    4.1%, 0.8%, ., 24.5%, -9.9%, 0.3%, -1.2, 10.9%, 3.6%
22	NNC(=O)c1ccc2nc(-c3ccc(Br)cc3)cn2c1
    -1.5%, 8.7%, -3.0, -60.8%[inhibitor], -0.6%, -8.8%, 0.1, 26.2%, -10.5%
23	CC(CCc1ccccc1)NC(=O)Cc1ccccc1 (stereo not drawn)
    -0.1%, 1.5%, 0.3, 16.5%, -10.8%, 10.2%, 0.8, ., -28.0%
24	CCN(CC)C(=O)CSc1nc(O)c(Cc2ccccc2)c(=O)n1-c1ccc(C)cc1
    -15.9%, 2.1%, 0.9, 9.5%, -4.1%, -1.3%, 0.7, 31.5%, 0.1%
25	COc1ccc(-c2csc(C(C)(O)c3ccccc3)n2)cn1 (stereo not drawn)
    -6.2%, -0.3%, -7.6, -5.7%, -2.2%, -18.8%, -0.1, 15.5%, -0.9%
26	Cc1ccc(S(=O)(=O)N(C)c2ccc(OCC(=O)NCc3ccco3)cc2)cc1
    -9.9%, 4.2%, 0.2, 12.9%, -3.6%, ., 1.4, 13.5%, 0.3%
27	CC1Cc2nc(SCC(=O)NC3CCCCC3)n(C)c(=O)c2S1 (stereo not drawn)
    2.3%, -6.2%, ., -4.0%, -13.0%, -13.2%, -0.5, 14.5%, -11.1%
28	COc1ccc(OCC(=O)N/N=C/C=C/c2ccccc2)cc1
    -1.2%, -1.8%, -2.8, 3.6%, -2.4%, 8.3%, -2.5, 17.2%, 2.7%
29	Cc1ccc2c(C)c(C(=O)N3CCN(Cc4ccc5c(c4)OCO5)CC3)oc2c1C
    ?, 5.8%, 20.6, 4.4%, 4.3%, 6.0%, -2.9, 28.0%, -9.1%
30	Cc1cc(C)n(-c2ncccc2[N+](=O)[O-])n1
    -7.8%, 5.3%, -3.2, 2.6%, -1.4%, 6.2%, -0.3, 3.9%, 2.2%

Overlap with the part before: seven entries; new compounds follow.
Values run as follows: EPAC1 antag, EPAC1 ag, PI5P4K alpha inh, Abeta rescue, PLK1 PBD block, aSyn yeast inh, IL2 activator, FUS yeast rescue, WRN inhibitor
24	CCN(CC)C(=O)CSc1nc(O)c(Cc2ccccc2)c(=O)n1-c1ccc(C)cc1
    -15.9%, 2.1%, 0.9, 9.5%, -4.1%, -1.3%, 0.7, 31.5%, 0.1%
25	COc1ccc(-c2csc(C(C)(O)c3ccccc3)n2)cn1 (stereo not drawn)
    -6.2%, -0.3%, -7.6, -5.7%, -2.2%, -18.8%, -0.1, 15.5%, -0.9%
26	Cc1ccc(S(=O)(=O)N(C)c2ccc(OCC(=O)NCc3ccco3)cc2)cc1
    -9.9%, 4.2%, 0.2, 12.9%, -3.6%, ., 1.4, 13.5%, 0.3%
27	CC1Cc2nc(SCC(=O)NC3CCCCC3)n(C)c(=O)c2S1 (stereo not drawn)
    2.3%, -6.2%, ., -4.0%, -13.0%, -13.2%, -0.5, 14.5%, -11.1%
28	COc1ccc(OCC(=O)N/N=C/C=C/c2ccccc2)cc1
    -1.2%, -1.8%, -2.8, 3.6%, -2.4%, 8.3%, -2.5, 17.2%, 2.7%
29	Cc1ccc2c(C)c(C(=O)N3CCN(Cc4ccc5c(c4)OCO5)CC3)oc2c1C
    ?, 5.8%, 20.6, 4.4%, 4.3%, 6.0%, -2.9, 28.0%, -9.1%
30	Cc1cc(C)n(-c2ncccc2[N+](=O)[O-])n1
    -7.8%, 5.3%, -3.2, 2.6%, -1.4%, 6.2%, -0.3, 3.9%, 2.2%
31	Cc1cc(SCC(=O)N/N=C/c2ccc(O)cc2O)c(C)cc1Br
    10.1%, 18.2%, -5.5, -27.6%, -1.7%, 13.9%, -3.5, 28.6%, -9.4%
32	CC(=O)c1cccc(NC(=O)CSc2nc(C3CC3)nc3ccccc23)c1
    ?, 4.9%, -2.6, -2.9%, -13.1%, 0.3%, -4.6, 43.1%, -28.2%
33	CCCCN(C(=O)CSc1nnc(-c2ccccc2)o1)c1c(N)n(CCC)c(=O)[nH]c1=O
    11.2%, 3.9%, 5.0, -5.5%, -2.9%, 5.4%, 0.4, -3.2%, -4.9%
34	CCOC(=O)N(C)c1c(CC)nc2c(OCc3ccccc3C(=O)OC)cccn12
    -17.2%, 1.4%, -4.0, 0.8%, -14.2%, -6.4%, -0.3, -3.7%, 3.9%
35	CCOC(=O)C(=O)NNc1ccc(F)cc1
    14.2%, -3.0%, 0.9, 10.3%, 3.2%, 6.1%, -6.4, 14.5%, 2.6%
36	CCCCc1ccc(NC(=O)CN2NS(=O)(=O)c3ccccc3C2=O)cc1
    -2.7%, -0.3%, 4.7, 28.8%, 0.0%, -6.1%, -2.5, 10.0%, -0.1%
37	O=C(NCc1cccnc1)Nc1ccccc1C(F)(F)F
    8.5%, -6.4%, 0.9, -3.7%, 3.0%, 0.7%, -4.4, -6.2%, 4.8%
38	C[C@H](CO)N1C[C@H](C)[C@@H](CN(C)C(=O)Nc2ccccc2)Oc2c(NS(=O)(=O)c3ccccc3)cccc2C1=O
    8.7%, -18.4%, -0.5, 0.0%, -5.2%, -0.9%, 0.0, 19.7%, -8.5%
39	Fc1ccc(/C=N/Nc2cc(N3CCOCC3)ncn2)cc1
    3.7%, -2.6%, 2.2, -0.8%, -11.1%, 2.4%, -1.9, 19.8%, 16.9%
40	FC(F)(F)c1nc2ccccc2nc1N/N=C/c1ccc(Cl)cc1
    5.0%, -10.0%, 15.9, 25.2%, -0.4%, -5.4%, 1.1, 29.8%, -2.1%
41	Cc1cc(NC(=O)CCC(=O)N(c2ccc(F)cc2)C(C(=O)NC2CCCC2)c2ccccc2)no1 (stereo not drawn)
    4.9%, 7.9%, -2.0, 4.0%, -2.2%, 4.1%, -0.4, 8.2%, -5.6%

Outcome played no part in choosing rows; any-hit rate near 4.1%.
